High-throughput results as filed in PubChem BioAssay.
PAFAH1B3 FP inh: PAFAH1B3 enzyme inhibitors, primary screen, biochemical, fluorescence polarization, human. Platelet-activating factor acetylhydrolase IB subunit alpha1 (Homo sapiens), Q15102. recombinant PAFAH1B3, FP-rhodamine probe. inhibition, % at 3.39 µM. 340,000 tested, 0.28% active. AID 492972, 2010;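 active = inhibition above the screen-wide average of all tested compounds plus 3 SD, cut at about 25% in these data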;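 also: 0% = enzyme with DMSO only and 100% = wells lacking PAFAH1B3 protein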
PAFAH2 FP inh: PAFAH2 enzyme inhibitors, primary screen, biochemical, fluorescence polarization, human; recombinant PAFAH2, FP-rhodamine activity probe; 340,000 tested, 0.99% active; inhibition, % at 3.39 µM; AID 492956, 2010;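 active = inhibition above the mean over all tested compounds plus 3 SD, cut at about 30% in these data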;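 also: inhibitors block probe labeling of enzyme so polarization drops; 0% = enzyme with DMSO and 100% = wells lacking PAFAH2 protein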
PREPL inh: PREPL enzyme inhibitors, primary screen, biochemical, fluorescence polarization. Prolyl endopeptidase-like (Homo sapiens), Q4J6C6. recombinant PREPL, fluorescence polarization activity-based probe. inhibition, % at 5.96 µM. 320,000 tested, 0.68% active; in the data active = inhibition above about 43%;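 also: 0% = enzyme with DMSO and 100% = wells lacking enzyme; many of its hits are not listed in these tables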
Target sequence (Q4J6C6 whole entry, looked up): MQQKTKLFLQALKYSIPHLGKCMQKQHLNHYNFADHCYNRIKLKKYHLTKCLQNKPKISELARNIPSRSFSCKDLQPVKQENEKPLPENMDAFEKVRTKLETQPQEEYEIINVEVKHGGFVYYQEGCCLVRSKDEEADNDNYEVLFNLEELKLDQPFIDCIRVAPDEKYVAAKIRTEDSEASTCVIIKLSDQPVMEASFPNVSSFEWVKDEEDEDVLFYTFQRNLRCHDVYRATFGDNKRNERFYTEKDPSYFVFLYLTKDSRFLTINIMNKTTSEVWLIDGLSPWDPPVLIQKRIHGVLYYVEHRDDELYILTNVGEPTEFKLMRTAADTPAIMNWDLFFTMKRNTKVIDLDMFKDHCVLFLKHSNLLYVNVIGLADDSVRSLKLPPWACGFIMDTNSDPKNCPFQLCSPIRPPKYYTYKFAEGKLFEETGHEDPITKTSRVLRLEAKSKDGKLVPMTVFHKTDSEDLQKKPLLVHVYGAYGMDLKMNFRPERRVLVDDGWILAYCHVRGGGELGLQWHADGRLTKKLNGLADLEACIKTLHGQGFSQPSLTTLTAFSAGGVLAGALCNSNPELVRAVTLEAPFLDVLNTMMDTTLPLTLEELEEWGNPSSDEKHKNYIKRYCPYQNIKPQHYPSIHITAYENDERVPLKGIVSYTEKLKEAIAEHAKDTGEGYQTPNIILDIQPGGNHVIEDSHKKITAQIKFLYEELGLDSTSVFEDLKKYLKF
EBNA-1 inhibitor: EBNA-1 DNA-binding inhibitors, primary screen, biochemical, fluorescence polarization; AID 1950, 2009; inhibition, % at 14.8 µM; 300,000 tested, 0.34% active; in the data active = inhibition above about 28%
ZTA counter: counter-screen for EBNA-1 inhibitors: inhibitors of Epstein-Barr virus ZTA. ZTA-DNA binding, fluorescence polarization. inhibition, % at 11 µM. 320,000 tested, 0.15% active; in the data active = inhibition above about 33%
Target sequence (P03206 whole entry, looked up): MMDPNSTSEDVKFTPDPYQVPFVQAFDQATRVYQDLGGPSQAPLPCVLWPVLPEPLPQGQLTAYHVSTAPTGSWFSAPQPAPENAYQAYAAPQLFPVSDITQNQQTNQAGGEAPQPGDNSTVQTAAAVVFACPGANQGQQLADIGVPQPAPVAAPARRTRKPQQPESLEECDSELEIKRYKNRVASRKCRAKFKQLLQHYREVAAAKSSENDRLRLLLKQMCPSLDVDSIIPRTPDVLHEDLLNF
GSTO1 counter: inhibitors of recombinant GSTO1, primary screen, counter-screen for RBBP9 inhibitor project, biochemical, fluorescence polarization; Glutathione S-transferase omega-1 (Homo sapiens), P78417; 300,000 tested, 1.1% active; activity-based probe fluorescence polarization; inhibition, % at 5.96 µM; AID 1974, 2009;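 active = inhibition above the campaign mean inhibition plus 3 SD, cut at about 35% in these data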;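 also: 0% = GSTO1-1 with DMSO and 100% = wells lacking GSTO1-1 enzyme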
LYPLA1 counter: LYPLA1 inhibitors, primary screen, counter-screen for PME1 inhibitor project, biochemical, fluorescence polarization, FP-Rh probe ABPP; Acyl-protein thioesterase 1 (Homo sapiens), O75608; recombinant LYPLA1; inhibition, % at 5.9 µM; 320,000 tested, 0.16% active; AID 2174, 2009;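 active = inhibition above the mean of all tested compounds plus 3 SD, set per campaign, cut at about 14% in these data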;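 also: inhibitors block serine hydrolase probe labeling of LYPLA1 so polarization falls; 0% = enzyme with DMSO and 100% = wells lacking LYPLA1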
PAD4 FP inh: human PAD4 inhibitors, primary screen, biochemical, fluorescence polarization, 1536-well format; recombinant PAD4, RCA probe fluorescence polarization; inhibition, % at 6.36 µM; 330,000 tested, 0.41% active; AID 485272, 2010;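 active = percent inhibition above a cutoff equal to the mean of all tested compounds plus 3 SD, cut at about 15% in these data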;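 also: 0% = PAD4 with RCA probe and DMSO and 100% = probe without PAD4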
LYPLA2 counter: LYPLA2 inhibitors, primary screen, counter-screen for PME1 inhibitor project, biochemical, fluorescence polarization, FP-Rh probe ABPP. recombinant LYPLA2. inhibition, % at 5.9 µM. 320,000 tested, 0.38% active. AID 2177, 2009;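 active = inhibition above the screen-wide mean plus 3 SD, limit set per campaign, cut at about 26% in these data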;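 also: 0% = LYPLA2 with DMSO and 100% = wells lacking LYPLA2 enzyme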
Numbers without * were called inactive; . = not tested or not shown. A portion of the library; count on the stated rates, not on these rows.

Start of the listing, in advance (13 entries):
The line under a structure holds: PAFAH1B3 FP inh	PAFAH2 FP inh	PREPL inh	EBNA-1 inhibitor	ZTA counter	GSTO1 counter	LYPLA1 counter	PAD4 FP inh	LYPLA2 counter
(1) COC(=O)CSC1=C(C#N)C(c2ccc(C(C)C)cc2)CC(=O)N1 (stereo not drawn)
  -3	8	-4	2	2	-5	0	0	16
(2) Cc1ccc(CNC(=O)CCS(=O)(=O)c2ccc3c(c2)oc(=O)n3C)cc1
  6	4	6	-6	-11	3	1	2	1
(3) C=CCN1C(=O)CSc2ccc(C(=O)NCCC3=CCCCC3)cc21
  -6	8	16	0	-1	6	1	0	1
(4) COc1cccc(C(=O)c2c[nH]c(C(=O)NCc3ccco3)c2)c1
  9	6	0	4	7	-9	-3	-4	-1
(5) CC1(C)CC(=O)C2=C(C1)N(Cc1ccco1)C(=O)C2(NC(=O)c1ccc(Cl)cc1Cl)C(F)(F)F (stereo not drawn)
  0	4	2	0	4	-1	1	-2	2
(6) CCNC1=C(Cl)C(=O)c2ccccc2C1=O
  17	-1	11	0	1	70*	6	-5	7
(7) Cc1cc(C)cc(OCC(=O)Nc2ccc(N3CCCC3)cc2)c1
  3	8	-40	-12	12	7	3	2	-3
(8) CCn1c(O)c(C=Nc2ccccc2)sc1=O
  -3	5	6	6	6	-1	-2	4	2
(9) CN1CCN(/N=C/c2ccc(Br)cc2)CC1
  0	-1	2	8	7	5	2	0	4
(10) Cc1ccc(N(CC(O)CN2CCOCC2)S(=O)(=O)c2ccc([N+](=O)[O-])cc2)cc1 (stereo not drawn)
  7	6	-2	-5	-1	5	-5	4	-4
(11) O=C(NC1CC1)C1=C[C@H](C2CCCCC2)C[C@H](OCCCCO)O1
  2	6	4	-11	10	0	-1	-3	0
(12) Cc1ccc(-c2nnc(N)o2)cc1
  4	1	0	9	15	-1	0	4	6
(13) CCc1nnc(NC(=O)CN2CCN(Cc3cccc(Cl)c3)CC2)s1
  9	1	6	4	-7	-2	-1	3	-1

The listing, repeating the preview:
The line under a structure holds: PAFAH1B3 FP inh	PAFAH2 FP inh	PREPL inh	EBNA-1 inhibitor	ZTA counter	GSTO1 counter	LYPLA1 counter	PAD4 FP inh	LYPLA2 counter
(1) COC(=O)CSC1=C(C#N)C(c2ccc(C(C)C)cc2)CC(=O)N1 (stereo not drawn)
  -3	8	-4	2	2	-5	0	0	16
(2) Cc1ccc(CNC(=O)CCS(=O)(=O)c2ccc3c(c2)oc(=O)n3C)cc1
  6	4	6	-6	-11	3	1	2	1
(3) C=CCN1C(=O)CSc2ccc(C(=O)NCCC3=CCCCC3)cc21
  -6	8	16	0	-1	6	1	0	1
(4) COc1cccc(C(=O)c2c[nH]c(C(=O)NCc3ccco3)c2)c1
  9	6	0	4	7	-9	-3	-4	-1
(5) CC1(C)CC(=O)C2=C(C1)N(Cc1ccco1)C(=O)C2(NC(=O)c1ccc(Cl)cc1Cl)C(F)(F)F (stereo not drawn)
  0	4	2	0	4	-1	1	-2	2
(6) CCNC1=C(Cl)C(=O)c2ccccc2C1=O
  17	-1	11	0	1	70*	6	-5	7
(7) Cc1cc(C)cc(OCC(=O)Nc2ccc(N3CCCC3)cc2)c1
  3	8	-40	-12	12	7	3	2	-3
(8) CCn1c(O)c(C=Nc2ccccc2)sc1=O
  -3	5	6	6	6	-1	-2	4	2
(9) CN1CCN(/N=C/c2ccc(Br)cc2)CC1
  0	-1	2	8	7	5	2	0	4
(10) Cc1ccc(N(CC(O)CN2CCOCC2)S(=O)(=O)c2ccc([N+](=O)[O-])cc2)cc1 (stereo not drawn)
  7	6	-2	-5	-1	5	-5	4	-4
(11) O=C(NC1CC1)C1=C[C@H](C2CCCCC2)C[C@H](OCCCCO)O1
  2	6	4	-11	10	0	-1	-3	0
(12) Cc1ccc(-c2nnc(N)o2)cc1
  4	1	0	9	15	-1	0	4	6
(13) CCc1nnc(NC(=O)CN2CCN(Cc3cccc(Cl)c3)CC2)s1
  9	1	6	4	-7	-2	-1	3	-1
(14) COc1cc2nc(Nc3ccc(C)c(Cl)c3)nc(N)c2cc1OC
  20	10	72*	6	2	-16	6	-2	4
(15) Cc1noc(C)c1C(=O)OCC(=O)NCCc1ccc(S(N)(=O)=O)cc1
  11	2	9	.	.	.	.	7	.
(16) O=C(Nc1cc(C(F)(F)F)ccc1-n1cnc2ccccc21)c1ccccc1
  -5	-6	-2	12	11	-3	-3	3	-1
(17) O=C(NC1CC1)C1CCN(C2CCN(C(=O)c3ccc(C(F)(F)F)cc3)CC2)CC1
  3	-4	14	-6	-5	6	10	3	5
(18) Cc1cc(C)n(-c2nc3ccccc3nc2N2CCC(C)CC2)n1
  1	-5	8	-11	1	0	-6	-3	-4
(19) Cc1ccc2c(c1)[C@H]1[C@H](CO2)[C@H](c2ccccc2)[C@]2(C)C(=O)NCC(=O)N12
  0	-1	12	.	-10	.	2	-5	10
(20) CN(C)S(=O)(=O)c1cc(C(=O)O)c(NC2CCCCC2)cc1Cl
  2	10	-2	5	1	2	-2	4	1
(21) COc1ccc(NC(=O)CN2CC(C)OC(C)C2)cc1Cl (stereo not drawn)
  2	0	4	-12	3	13	-6	-1	-8
(22) COc1ccc(CN2CCN(C(=O)c3cccs3)CC2)cc1Br
  6	-2	24	7	2	-11	-1	-6	-1
(23) Cn1ccnc1C1CCCCN1Cc1nc(Cc2cccc(C(F)(F)F)c2)no1 (stereo not drawn)
  1	6	27	5	-8	-3	0	1	0
(24) CC[C@@H]1[C@H]2CCCC(=O)N3CC[C@@H](C[C@@H]1Nc1ccccc1)[C@@H]23
  10	-5	-2	-2	12	0	5	1	-2
(25) Cn1cncc1C#Cc1ccc2cc(CCO)oc(=O)c2c1
  9	-4	0	.	0	.	-2	-2	2
(26) Cc1ccn2cc(-c3nonc3C)cc2c1
  12	3	5	0	11	4	0	15*	9
(27) CCN(CC)S(=O)(=O)c1ccc(Cl)c(C(=O)OC2CC(C)OC2=O)c1 (stereo not drawn)
  13	-6	-5	1	4	1	4	-5	3
(28) Cc1ccc(-n2cc(-c3ccc([N+](=O)[O-])cc3)[nH]c2=S)c(C)c1
  -3	6	13	-2	17	-7	0	-1	2
(29) CC(=O)Nc1ccc(NC(=O)Nc2ccccc2)cc1
  1	4	1	8	-7	-4	-1	0	-10
(30) CC(C)NS(=O)(=O)c1ccc(CCC(=O)N2CCCC2)cc1
  7	3	-2	9	7	-8	0	-2	-1
(31) CNC(=S)N/N=C/c1ccc(OCc2ccccc2)c(Br)c1
  -1	-3	3	6	25	-3	-1	4	-6
(32) CCOc1cc(C(=O)Nc2ccc(S(=O)(=O)NC3=NCCCCC3)cc2)cc(Br)c1OC
  -4	-2	2	0	-16	-14	-6	-3	-12
(33) COc1cc(C2C(C#N)=C(N)Oc3c2oc(CO)cc3=O)ccc1OC(C)C (stereo not drawn)
  7	12	2	14	4	-9	-4	-4	-1
(34) O=C(NCc1ccccc1)c1ccc2c(=O)n3c(nc2c1)CCCCC3
  8	2	-1	-1	-9	-5	2	6	5
(35) Cc1cc2n(c1)CCn1c(C)ccc1-2
  .	.	12	-5	1	3	0	1	0
(36) O=C(CN(C(=O)c1csnn1)c1cccc(F)c1)NC1CCCC1
  3	-5	4	-12	1	-5	-2	-12	-2
(37) CCn1c(=O)n(CC)c2cc(N3CCCC3)c(NC(=O)c3ccccc3Br)cc21
  7	4	20	-3	-1	1	0	2	8
(38) CCCNCC1COc2ccccc2O1 (stereo not drawn)
  .	.	10	3	5	1	0	0	7
(39) Cc1cccc(-n2c(SCC(=O)Nc3nnc(C)s3)nnc2-c2ccoc2C)c1
  -1	0	5	10	-14	-2	2	-1	5
(40) Nc1ncnc2c1cnn2C1CCCCC1
  2	-1	0	-14	18	2	0	-7	0
(41) COc1ccc(/C(C)=N/NC(=O)CNC(=O)c2cccnc2)cc1OC
  3	-12	2	5	9	0	7	-1	9
(42) CCOC(=O)c1c(CN2CCCCC2)n(C)c2cc(Br)c(O)cc12
  0	-3	-9	-3	1	9	-3	-4	-8
(43) Cc1ccc(C(=O)N2CCOCC2)cc1S(=O)(=O)N1CCOCC1
  11	-7	1	5	-1	1	2	-1	8
(44) CCOC(=O)c1cccc(S(=O)(=O)N2CCCC2)c1
  1	2	1	2	-13	-1	1	0	2
(45) CCn1c(=O)cc(SCC(=O)N2CCOCC2)c2ccccc21
  0	-2	-1	10	4	-1	-1	-2	-3
(46) Cc1ccc2nsnc2c1S(=O)(=O)NCc1ccc2c(c1)OCO2
  1	-2	10	-4	-10	14	1	-1	3
(47) Nc1ccc2nc(NC(=O)C3CCCCC3)sc2c1
  7	2	8	6	0	9	1	1	7
(48) CCC1C(=O)N=C(SCC(=O)Nc2ccccc2)NC1=O (stereo not drawn)
  20	-2	4	6	2	4	3	9	0
(49) O=C(OCc1ccc2c(c1)OCO2)c1ccc(S(=O)(=O)N2CCCCC2)cc1
  4	0	4	10	11	7	1	1	12
(50) CNC(=S)N/N=C(\C)c1ccc(-n2ccnc2)cc1
  4	6	10	-3	3	-5	0	1	8
(51) O=S(=O)(NCCc1ccc(Cl)cc1)c1cccs1
  0	5	-14	2	16	1	-2	0	1
(52) COc1cc(NC(=O)c2ccc(OC)c([N+](=O)[O-])c2)ccc1NC(=O)c1ccco1
  -4	-1	7	5	-10	1	-1	1	2
(53) COc1ccc(C2/C(=C(\O)c3ccc(OC)c(Cl)c3)C(=O)C(=O)N2CCN(C)C)cc1 (stereo not drawn)
  14	3	2	0	10	4	-1	-8	-4
(54) Cc1ccc(-n2c(-c3ccncc3)n[nH]c2=S)c(C)c1
  -4	0	5	9	-7	6	-3	4	1
(55) CCCN(C(=O)c1cccs1)c1nnc(-c2ccncc2)s1
  2	-6	-1	-1	8	0	-5	-2	-1
(56) CCCCCCCCCCCNC(=O)c1ccoc1C
  11	2	-11	-5	19	-6	-4	-1	3
(57) CCOCCCNCc1cccc(OCc2ccc(F)cc2)c1
  2	-1	3	3	2	-2	1	3	-3
(58) COc1ccc(CCN(C)C(=O)COc2ccc(C(=O)c3ccccc3)cc2)cc1OC
  3	6	-3	4	-13	10	0	1	-1
(59) COC(=O)COc1ccc2c(=O)c(-c3ccccc3)coc2c1
  0	4	2	-2	-2	-1	-1	3	0
(60) CC1CCC/C(=N\NC(=S)Nc2ccccc2)C1 (stereo not drawn)
  -3	3	-1	2	2	-2	-3	0	0

The list goes on:
The line under a structure holds: PAFAH1B3 FP inh	PAFAH2 FP inh	PREPL inh	EBNA-1 inhibitor	ZTA counter	GSTO1 counter	LYPLA1 counter	PAD4 FP inh	LYPLA2 counter
(61) COc1cc2cccc(OC)c(=O)c2c(OC)c1OC
  8	-3	15	-10	-8	6	2	-4	6
(62) O=S(=O)(Nc1ccc(-c2ccc3nncn3n2)cc1)c1ccc(Cl)s1
  9	10	-4	-3	9	-11	-3	0	-3
(63) O=C1C=CC(=O)C(C2=C3C(=O)N(CCc4ccccc4)CC(=O)N3CCC2)=C1
  .	.	18	-1	-15	75*	1	-1	-3
(64) CCCCN(C(=O)c1c(C)noc1C)c1c(N)n(CCC)c(=O)[nH]c1=O
  3	-1	3	.	-3	.	-3	0	-5
